# Tn7 DDE FP: disrupts Tn7 cyclic peptide binding to fibrin D-Dimer-E complex. FP displacement of FITC-Tn7 peptide from fibrin DD(E); 0% = median of compound wells per plate. inhibition, % at 8.3 µM. AID 720508. P02675. hit rate 0.13% among 370,000;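 active means inhibition above the mean of compounds falling within the control limits plus 3 SD of them, cut at about 14% in these data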;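 further: 0% = plate median of compound wells and 100% = 10 µM Aha-Tn7 peptide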
#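 Test system: human clot-derived fibrin DD(E) complex / Quantity: 2 µM final DD(E) protein / Incubation: 10 min plus 3 h, room temperature / Measured by: fluorescence polarization / Benchmarks: high control of 10 µM Aha-Tn7 peptide / Replicates: singlicate testing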
# MBD2 inh: MBD2-methylated oligo binding inhibition; TR-FRET, MBD2 binding to methylated oligonucleotide; hit rate 0.31% among 370,000; inhibition, % at 4.4 µM; Q9UBB5; in the data active means inhibition above about 13%
# TDP2 inh: blocks human TDP2 phosphodiesterase activity; O95551; recombinant TDP2, T5PNP hydrolysis, p-nitrophenol absorbance 415 nm; inhibition, % at 12.8 µM; hit rate 0.34% among 370,000; AID 720702;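 active means inhibition above the mean of all tested compounds plus 3 SD, set per campaign, cut at about 25% in these data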;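 further: 0% = DMSO with enzyme and 100% = buffer with substrate but no TDP2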
#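 Test system: Human TDP2 enzyme | Reagent: 5 mM T5PNP | Compound dosing: 12.8 µM single point, 1% DMSO | Incubation: Enzyme reaction with compound for 2 h at 37 °C | Technique: p-Nitrophenol epi absorbance | Read-out: % inhibition relative to enzyme-containing and enzyme-free wells | Benchmarks: High control without enzyme, low control DMSO plus TDP2 | Replicates: Singlicate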
# SIAE primary: inhibitors of human sialic acid acetylesterase SIAE; SIAE FP-Rh probe binding, fluorescence polarization; inhibition, % at 9.66 µM; hit rate 0.69% among 370,000;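 active means inhibition above a cutoff: mean of compounds within the control limits plus 3 SD of those, cut at about 17% in these data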;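 further: 0% = plate median of compound wells and 100% = probe without SIAE protein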
# Target sequence (Q9HAT2 whole entry, looked up): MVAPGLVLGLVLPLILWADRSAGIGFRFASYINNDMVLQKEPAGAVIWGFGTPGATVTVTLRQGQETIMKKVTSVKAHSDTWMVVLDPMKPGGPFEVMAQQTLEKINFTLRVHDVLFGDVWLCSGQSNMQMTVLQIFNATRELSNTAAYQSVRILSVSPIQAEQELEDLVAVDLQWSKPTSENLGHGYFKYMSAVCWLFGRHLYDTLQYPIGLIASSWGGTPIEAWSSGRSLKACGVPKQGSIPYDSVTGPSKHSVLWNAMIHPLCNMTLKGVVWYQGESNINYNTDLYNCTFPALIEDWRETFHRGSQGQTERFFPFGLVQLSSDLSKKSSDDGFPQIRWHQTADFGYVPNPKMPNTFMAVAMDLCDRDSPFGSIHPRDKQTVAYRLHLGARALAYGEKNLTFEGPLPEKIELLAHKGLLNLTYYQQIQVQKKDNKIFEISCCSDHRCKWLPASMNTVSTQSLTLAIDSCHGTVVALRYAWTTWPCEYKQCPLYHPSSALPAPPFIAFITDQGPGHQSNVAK
# UHRF1 binding: human UHRF1 methylated DNA binding inhibitors; hit rate 0.75% among 370,000; Q96T88; inhibition, % at 4.4 µM; UHRF1 binding to methylated oligo, TR-FRET; in the data active means inhibition above about 21%;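 further: UHRF1 SRA domain binding a hemimethylated CpG hairpin DNA probe; 0% = median of test compound wells and 100% = reference inhibitor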
# PRMT1 inh: inhibitors of human PRMT1 | hit rate 1.3% among 370,000 | Q99873 | inhibition, % at 2.79 µM | recombinant PRMT1, activity-based probe fluorescence polarization;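 active means inhibition above about 21% made by adding two undisclosed values, limit read from the data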
# KLK7 zymogen act: activators of human kallikrein-7 zymogen; P49862; purified proKLK7, EDANS-DABCYL substrate fluorescence; 100% is mature enzyme control, 0% vehicle; activation, % at 7 µM; hit rate 0.9% among 370,000;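 active means activation above the mean of all tested compounds plus 3 SD, computed per campaign excluding outliers beyond control limits, cut at about 13% in these data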
# Target sequence (P49862 whole entry, looked up): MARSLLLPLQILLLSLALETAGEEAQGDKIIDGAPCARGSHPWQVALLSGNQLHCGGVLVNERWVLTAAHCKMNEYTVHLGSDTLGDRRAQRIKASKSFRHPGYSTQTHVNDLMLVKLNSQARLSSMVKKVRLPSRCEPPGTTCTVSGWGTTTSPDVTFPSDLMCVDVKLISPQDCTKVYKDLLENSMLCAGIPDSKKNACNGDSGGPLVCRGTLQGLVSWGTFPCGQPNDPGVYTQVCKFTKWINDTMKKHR
# LEDGF integ inh: blocks HIV-1 LEDGF/p75-dependent DNA integration; TR-FRET IN-LEDGF/p75 DNA integration, Eu/Cy5; inhibition, % at 3.7 µM; AID 743269; hit rate 0.64% among 370,000;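 active means inhibition above the screen-wide mean plus 3 SD, cut at about 13% in these data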;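 further: signal is the Cy5 over europium emission ratio at 671 and 618 nm; 0% = plate median of compound wells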
# Tn6 DDE FP: inhibitors of Tn6 peptide binding to human fibrin DD(E); P02675; Fibrin DD(E) TRITC-Tn6 fluorescence polarization displacement; inhibition, % at 8.3 µM; hit rate 0.21% among 370,000; AID 720509;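 active means inhibition above a per-campaign cutoff: mean of compounds within control limits plus 3 SD, cut at about 15% in these data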;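 further: 0% = median of all compound wells on the plate and 100% = blocking peptide control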
# TCR-CD3 inh: inhibitors of human TCR-CD3 interaction | hit rate 0.37% among 360,000 | TAMRA-labeled TCR probe fluorescence, biochemical | inhibition, % at 9.4 µM | AID 651800; in the data active means inhibition above about 19%;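 further: recombinant mutant TCR 2C K166C tagged with TAMRA read by polarization; 0% = receptor in buffer alone and 100% = receptor with positive control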
# Active calls of the source: *; x = no result given.
# A first look:
SMILES,Tn7 DDE FP,MBD2 inh,TDP2 inh,SIAE primary,UHRF1 binding,PRMT1 inh,KLK7 zymogen act,LEDGF integ inh,Tn6 DDE FP,TCR-CD3 inh
CS(=O)(=O)N(CC(=O)N1CCN(Cc2ccccc2)CC1)c1ccccc1Br,3.6,4.9,7.5,19.1*,-0.5,0.7,0.1,-2.1,8.2,-2.9
CCOC(=O)C1CCN(C(C(=O)NC2CCCC2)c2ccc(C)cc2)CC1 (configuration not stated),-2.1,5.9,-14.0,-1.8,4.5,6.7,-0.5,-0.9,-13.0,-9.6
CC1CCN(C(=O)c2ccc([N+](=O)[O-])o2)CC1,-2.5,4.1,7.1,-3.0,-1.1,2.5,-0.1,-0.1,-4.7,5.4
COc1ccc(C(C)=O)cc1CN1C(=O)NC2(CCCC2)C1=O,0.8,-0.9,-13.3,-5.6,-0.3,-1.2,-0.5,1.2,5.6,0.5

# The listing, repeating the preview:
SMILES,Tn7 DDE FP,MBD2 inh,TDP2 inh,SIAE primary,UHRF1 binding,PRMT1 inh,KLK7 zymogen act,LEDGF integ inh,Tn6 DDE FP,TCR-CD3 inh
CS(=O)(=O)N(CC(=O)N1CCN(Cc2ccccc2)CC1)c1ccccc1Br,3.6,4.9,7.5,19.1*,-0.5,0.7,0.1,-2.1,8.2,-2.9
CCOC(=O)C1CCN(C(C(=O)NC2CCCC2)c2ccc(C)cc2)CC1 (configuration not stated),-2.1,5.9,-14.0,-1.8,4.5,6.7,-0.5,-0.9,-13.0,-9.6
CC1CCN(C(=O)c2ccc([N+](=O)[O-])o2)CC1,-2.5,4.1,7.1,-3.0,-1.1,2.5,-0.1,-0.1,-4.7,5.4
COc1ccc(C(C)=O)cc1CN1C(=O)NC2(CCCC2)C1=O,0.8,-0.9,-13.3,-5.6,-0.3,-1.2,-0.5,1.2,5.6,0.5
COc1cc(C(=O)NCC(c2ccco2)N2CCc3ccccc32)cc(OC)c1OC (configuration not stated),2.9,-0.7,1.0,9.2,0.4,-1.2,0.2,-4.0,1.3,6.5
N#Cc1ccc(S(=O)(=O)N2CCN(Cc3cccs3)CC2)cc1,-5.1,-3.0,-1.4,0.4,9.6,1.7,0.4,-0.1,2.9,8.4
COCCn1c(SCC(=O)Nc2ccc(S(=O)(=O)N(C)C)cc2)nc2ccccc21,-2.3,-5.5,-7.1,-5.4,1.3,-4.5,-0.4,-3.4,5.5,6.2
Cc1occc1-c1nnc(SCC(=O)NC(=O)NC(C)C)n1N,-2.7,-0.3,12.3,6.5,-1.2,-2.3,0.2,-3.1,4.2,2.6
O=C(Nc1cc(F)cc(F)c1)c1sc(Cl)nc1-c1ccccc1,-1.0,-0.3,-1.5,-2.7,2.0,-4.3,0.5,-1.3,6.2,1.1
O=[N+]([O-])c1ccc(NNS(=O)(=O)c2cc(Cl)ccc2Cl)nc1,-2.6,-0.1,-2.4,3.3,-0.8,1.5,0.8,0.0,13.6,1.4
Nc1ccc(F)c(CN2CCN(c3ncc(Cc4ccccc4)cn3)CC2)c1,6.5,5.3,-3.7,6.8,2.9,2.3,0.5,0.2,3.6,-4.1
CCOc1ccc(CCNC(=O)C2CC=CCC2C(=O)OC(C)C)cc1OCC (configuration not stated),-3.2,2.9,-7.5,3.2,1.4,-1.6,0.6,5.1,0.0,-0.2
O=C(Nc1nc(-c2ccccc2)cs1)C1CCCN(S(=O)(=O)c2cccc([N+](=O)[O-])c2)C1 (configuration not stated),8.9,6.9,-1.0,-26.2,1.3,3.8,0.3,-1.7,-5.7,-4.3
Cc1ccc(C2=NN(CCC(=O)NC3CCCC3)C(=O)CC2)cc1,-0.8,2.0,16.7,-0.8,22.8*,-3.9,-0.9,7.6,-2.7,-2.4
O=C1Nc2ccccc2N=C(c2ccccc2)C1N1CCOCC1 (configuration not stated),-1.6,2.6,-3.1,5.9,-2.7,0.6,0.3,1.5,-5.4,4.8
CN(CC(=O)NC(=O)NCc1ccccc1)Cc1cccc(Cl)c1Cl,-8.4,2.1,-13.2,-6.3,0.6,1.5,0.5,-3.1,10.4,2.1
CN(C)S(=O)(=O)n1cnc([C@@H]2[C@H]3C(=O)OC[C@@H]3C[C@@]23N=CN(Cc2ccccc2)C3=O)c1,-10.0,-1.4,8.3,1.1,7.3,1.5,0.5,2.8,1.2,5.1
Cc1ccc(N2C(=O)c3ccc(C(=O)N4CCN(c5ccc(C)c(C)c5)CC4)cc3C2=O)cc1,-1.3,-1.7,9.4,7.0,4.1,0.4,0.2,-5.3,9.2,-5.2
CSc1ncccc1C(=O)Nc1ccc(OC(F)(F)F)cc1,-11.0,2.8,-4.3,0.4,0.0,3.2,-1.0,-0.4,-1.7,2.2
O=S(=O)(Nc1nc2ccccc2nc1Nc1ccc2c(c1)OCO2)c1ccc(F)cc1,-3.0,-6.9,-14.3,7.2,2.5,1.6,0.3,4.9,-3.1,14.8
O=C(O)C1Cc2[nH]cnc2C(c2ccccc2O)N1 (configuration not stated),-5.7,-5.8,-1.9,9.4,-0.6,1.0,-0.6,-0.2,0.9,2.2
COc1ccc(Cc2c(-c3ccc(OC)c(OC)c3)nc3cc(C)c(Br)c(C)n23)c(C)c1,6.1,5.4,1.1,-4.1,2.8,0.5,-0.3,-7.1,-1.3,-6.3
COc1cccc(C2CC(=O)N3CN(c4cccc(Cl)c4C)CSC3=C2C#N)c1OC (configuration not stated),3.8,-0.1,-2.9,7.2,0.3,29.2*,0.5,4.6,1.5,-6.0
O=C(Cc1csc(Nc2nc(=S)[nH]c3ccccc23)n1)NCc1ccccc1Cl,-1.4,2.6,-10.4,-9.0,4.5,6.5,-1.1,1.9,-10.7,-6.9
O=C(c1ccc(Cl)cc1)N1CCCC(C(=O)N2CCc3ccccc3C2)C1 (configuration not stated),-8.0,-2.5,-14.6,5.8,-2.1,-1.5,-0.9,7.2,0.4,-9.7
# More compounds
SMILES,Tn7 DDE FP,MBD2 inh,TDP2 inh,SIAE primary,UHRF1 binding,PRMT1 inh,KLK7 zymogen act,LEDGF integ inh,Tn6 DDE FP,TCR-CD3 inh
CC[C@H](C)C(=O)O[C@H]1CCC=C2C=C[C@H](C)[C@H](CC[C@@H]3C[C@@H](O)CC(=O)O3)[C@H]21,3.0,-4.4,-0.3,0.6,-4.7,-6.5,0.1,6.7,1.3,1.4
O=C(NC1CCOC1)c1ccc(OC2CCN(CCc3ccccc3)CC2)cc1 (configuration not stated),-7.6,-2.0,-0.5,4.1,-1.3,-4.5,0.2,2.5,-4.4,9.2
COc1ccc(CN2C(=O)C(CC(=O)NCc3cccs3)CC(C(=O)N(C(C)C)C(C)C)=C2C)cc1 (configuration not stated),-5.2,1.4,7.8,7.0,0.6,1.5,-0.1,-4.0,-5.9,-1.8
Cc1cc(OCC(O)CN2CCCC2)ccc1C(C)C (configuration not stated),3.1,3.8,-5.5,4.6,2.2,-0.6,-0.5,-3.5,-4.5,0.2
Cc1cc(OCC(=O)NNC(=O)c2cnccn2)cc(C)c1Cl,3.8,8.3,-2.4,-1.3,4.5,0.8,0.2,-1.6,-5.5,0.4
O=C(/C=C/c1ccccc1)N/C(=C/c1ccccc1)C(=O)Nc1ccccc1O,-13.8,-0.7,-4.6,-4.8,-1.8,-2.1,0.4,0.0,-5.5,-2.5
CCOCCCNC(=O)C(c1ccc(C)cc1)N1CCOCC1 (configuration not stated),0.5,1.9,4.9,-0.6,0.1,-3.4,0.6,4.4,6.0,5.7
CCOc1ccc(S(=O)(=O)Nc2ncn[nH]2)cc1,1.6,5.7,-1.8,4.1,2.1,2.2,-0.1,-5.0,-5.2,-5.6
O=C(CCN1CCN(Cc2ccccc2)CC1)Nc1ccc(OCc2ccccc2)cc1,5.5,1.6,-2.0,13.4,2.3,-1.9,-0.2,6.2,3.5,1.1
CCOC(=O)C(NCc1ccco1)(NC(=O)c1ccc(OC)cc1)C(F)(F)F (configuration not stated),1.8,-4.7,4.7,4.3,-0.9,-4.8,1.1,-0.1,0.1,-0.1
O=S(=O)(NCC(O)c1ccccc1)c1cc(Cl)sc1Cl (configuration not stated),2.5,7.8,-7.6,-5.2,4.9,3.9,-0.4,-2.6,-1.4,-3.2
O=C(NNC(=O)c1ccccc1C(=O)O)c1ccc(-c2ccccc2)cc1,-8.2,0.2,7.6,-4.4,-3.7,0.1,0.2,0.5,-2.1,2.3
CC(=O)N1CCN(c2ccc(NC(=O)c3ccc(Cl)c(Cl)c3)cc2)CC1,2.0,4.9,-29.2,-10.5,1.0,7.8,-2.8,-3.4,-1.7,-10.7
COc1ccc(OC)c(CN2CCN(C(=O)CNC(=O)c3ccc(C(C)(C)C)cc3)CC2)c1,4.2,1.2,-0.6,-2.7,-2.5,-1.3,0.2,-4.1,0.1,-7.3
O=C(OCc1cc(=O)n2ccsc2n1)c1ccc(O)cc1O,0.8,-1.7,-7.8,-0.4,-1.7,5.8,0.3,-9.8,7.4,-4.8
CC(C)Cn1c(=O)c2sccc2n2c(CCCC(=O)NC3CCN(Cc4ccccc4)CC3)nnc12,3.4,-6.7,5.2,-2.6,0.1,-1.6,1.4,-3.4,3.0,11.4
COc1cc(OC)cc(-c2c(-c3cccs3)c3cc(-c4ccc(OCc5ccccc5)cc4)ccc3n2C)c1,2.7,2.6,2.0,3.8,-2.5,-3.2,-0.2,-2.5,6.6,8.4
N#CC1=C(S)N(c2ccccc2)C(c2ccc(-c3ccc(Cl)c(Cl)c3)o2)NC1=O (configuration not stated),-1.9,-3.4,25.8*,-9.7,-7.4,13.7,0.0,6.2,0.1,-2.7
COCCNc1nc(C)cc(-c2cc(-c3ccc(Cl)cc3)on2)n1,9.2,-1.0,-4.3,-12.6,-4.2,1.1,-0.8,-1.0,5.6,5.0
CCN(CC)C(=O)CSc1nnc(-c2cccs2)o1,-4.0,-4.1,5.7,-3.8,0.6,2.0,0.8,-0.1,1.8,x
C/C(=N\NC(=S)Nc1ccc(C)c(C)c1)c1ccc(N2CCOCC2)cc1,6.0,-6.5,6.1,14.8,-2.2,2.7,-0.8,-0.5,3.1,5.7
Cc1cc(NCCO)nc(N2CCOCC2)n1,3.1,0.1,5.7,0.0,-0.6,-3.0,0.1,1.1,-8.9,-3.0
COc1ccccc1OCC(=O)Nc1ccccc1C(=O)NC1CC1,-11.7,0.5,-4.9,-2.0,-0.5,-2.2,0.2,6.4,2.1,8.7
COc1ccc(C(=O)Oc2ccc(=O)n(-c3ccccc3)n2)cc1,0.1,-0.1,4.7,2.3,-0.7,2.0,0.0,0.9,-5.9,9.7
CCCNC(=O)C1CN(S(=O)(=O)c2ccc(C)cc2)c2ccccc2O1 (configuration not stated),-10.9,2.2,-8.6,-3.7,-1.3,-9.9,-0.6,2.8,2.0,4.7
Nc1nc(NCc2ccco2)nn1-c1ccccc1,-6.6,1.9,-11.7,-5.3,2.7,-0.5,0.7,0.4,-10.0,1.0
COc1ccc(CNS(=O)(=O)c2ccc3c(c2)NC(=O)CS3)cc1,2.2,3.8,0.3,-0.3,-3.4,-1.8,0.5,4.7,3.7,2.8
O=S(=O)(c1ccccc1)N1CCN(CCc2ccccc2)CC1,-2.8,2.8,-10.2,-6.9,-0.8,3.2,0.5,-1.7,-1.1,2.3
